# Screens: PubChem BioAssay, National Center for Advancing Translational Sciences (NCATS)
# FUS yeast rescue: rescues growth of FUS-expressing yeast. S. cerevisiae FUS-expressing, growth rescue, OD600, 24 h. 390,000 tested, 0.24% active. Potency, µM (series often up to 76.6 µM), for inactives: top-dose growth rescue (activation), actives largely listed as activators;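 also: potency is read from the fitted curve at half-maximal effect; plate controls were DMSO vehicle for no effect and reference control for full effect; nearly all actives have a fitted effect of over 55% in size; some results filed as inactive show a strong effect at the top dose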
#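 Quantitative HTS measuring growth restoration of FUS-toxic yeast. Galactose-induced cells (OD 0.005) were exposed 24hr at 30C to compounds at several concentrations, then absorbance at 600 nm was recorded.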
# EPAC2 antagonist: blocks human EPAC2 exchange factor. Q8WZA2. EPAC2 GEF exchange of Rap1B-BODIPY-GDP, fluorescence. Potency, µM (doses to about 114 µM), inactives show at the highest dose activity, negative = inhibition, hits mostly inhibitors. 360,000 tested, 0.18% active; also: potency is read from the fitted curve at half-maximal effect; % is scaled to controls: 0 for no effect and ±100 for the full control effect; nearly all actives have a fitted effect of over 45% in size; many of its hits are not listed in these tables
# Target sequence (Q8WZA2 whole entry, looked up): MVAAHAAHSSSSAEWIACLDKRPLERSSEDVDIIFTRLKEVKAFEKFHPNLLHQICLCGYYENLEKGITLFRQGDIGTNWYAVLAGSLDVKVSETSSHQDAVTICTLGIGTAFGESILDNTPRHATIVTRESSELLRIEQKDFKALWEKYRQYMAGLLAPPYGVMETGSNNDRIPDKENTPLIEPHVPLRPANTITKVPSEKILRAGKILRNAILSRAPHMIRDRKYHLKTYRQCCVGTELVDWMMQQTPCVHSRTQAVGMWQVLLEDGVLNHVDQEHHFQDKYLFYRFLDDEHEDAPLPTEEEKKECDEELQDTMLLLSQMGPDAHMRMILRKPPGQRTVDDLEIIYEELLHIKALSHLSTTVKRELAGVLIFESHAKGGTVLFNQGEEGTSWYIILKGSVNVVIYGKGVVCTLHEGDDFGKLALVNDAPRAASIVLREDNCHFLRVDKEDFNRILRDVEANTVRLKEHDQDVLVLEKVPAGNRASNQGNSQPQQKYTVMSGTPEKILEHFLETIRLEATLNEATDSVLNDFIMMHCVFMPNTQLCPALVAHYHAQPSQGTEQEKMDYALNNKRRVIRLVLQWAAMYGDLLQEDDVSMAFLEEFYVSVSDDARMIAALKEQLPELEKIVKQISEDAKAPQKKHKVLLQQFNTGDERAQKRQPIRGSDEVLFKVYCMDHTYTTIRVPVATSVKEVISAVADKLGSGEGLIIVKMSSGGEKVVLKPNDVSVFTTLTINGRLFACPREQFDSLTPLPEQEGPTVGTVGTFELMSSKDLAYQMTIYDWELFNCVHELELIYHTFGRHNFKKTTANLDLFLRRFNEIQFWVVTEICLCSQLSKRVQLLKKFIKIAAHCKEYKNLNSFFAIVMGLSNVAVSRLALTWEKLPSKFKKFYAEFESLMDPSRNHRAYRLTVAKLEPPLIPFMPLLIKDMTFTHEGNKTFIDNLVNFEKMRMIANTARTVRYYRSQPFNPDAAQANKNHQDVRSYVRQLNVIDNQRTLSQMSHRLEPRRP
# EPAC2 agonist: agonists of human EPAC2 (RAPGEF4); Q8WZA2; EPAC2 activation, biochemical qHTS; response scale: 100% = 6.5 mM cAMP response; Potency, µM (doses to about 154 µM), for inactives: at the top dose activation, actives largely listed as activators; 360,000 tested, 0.079% active; also: potency is read from the fitted curve at half-maximal effect; nearly all actives have a fitted effect of over 50% in size
#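 Guanine nucleotide exchange by EPAC2 is measured as reduced fluorescence of BODIPY-GDP once it is released from 250 nM Rap1B. Plates are read kinetically for 30 min at room temperature; results are scaled to 6.5 mM cAMP.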
# D3 ag: agonists of human D3 dopamine receptor. 410,000 tested, 0.58% active. AID 652048. P35462. D3R DiscoveRx beta-arrestin cells, luminescence, 90 min. max activation, %; in the data active = max activation above about 30%; also: 0% is about no effect; mostly tested at two doses, the higher about 12 µM
#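 Cells at 1500/well, incubated overnight, then treated with pinned compounds (dopamine as control) for 90 min at 37 degrees C. DiscoveRx reagent added for 30 - 60 minutes at room temperature; luminescence read.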
# TDP-43 yeast inh: rescues yeast growth from TDP-43 toxicity | TDP-43 expressing yeast growth rescue, BacTiter-Glo, 24 h | Potency, µM (highest dose often 46.1 µM), without a hit: at the top dose growth rescue (activation), actives largely listed as activators | 410,000 tested, 1.8% active | AID 652104; also: potency is read from the fitted curve at half-maximal effect; % of control where 0% means no effect; nearly all actives have a fitted effect of over 50% in size
#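 Cell-based yeast growth screen: TDP-43 expression induced in galactose, inoculum OD600=0.02 after raffinose pregrowth to mid-log. Read-out BacTiter-Glo luminescence at 24 hr, 30 deg C; inhibition of toxicity seen as signal increase.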
# DRD3 antagonist: antagonists of human D3 dopamine receptor. P35462. D3R cells, DiscoveRx beta-arrestin luminescence, antagonist mode; stronger effect = lower value. max response, negative = inhibition, %. 360,000 tested, 2.5% active. AID 652054; in the data active = max response below about -50%; inconclusive = no clear call, values can overlap the other calls; also: % is scaled to controls: 0 for no effect and ±100 for the full control effect; mostly tested at two doses, the higher about 12 µM
#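 Cells plated overnight at 1500 cells/well, then exposed to library compounds with dopamine controls for 90 minutes at 37 degrees C. DiscoveRx reagent added for 30–60 minutes at room temperature; luminescence read, quantitative HTS format.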
# Abeta rescue: A-beta toxicity reversal in yeast | yeast expressing A-beta42, growth rescue, OD600, 48 h; response scale: 0% DMSO, 100% iron-clioquinol control | Potency, µM (series often up to 46.1 µM), for the others: at the highest dose growth rescue, most hits filed as activators | 410,000 tested, 0.063% active; also: potency is read from the fitted curve at half-maximal effect; nearly all actives have a fitted effect of over 55% in size
#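 Growth rescue measured by 600 nm absorbance after 48 h yeast culture at 30 C with compound. Values normalized between DMSO and an equimolar ferric chloride plus clioquinol control.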
# aSyn rescue: alpha-synuclein toxicity inhibition in yeast | Yeast expressing alpha-synuclein, growth rescue, BacTiter-Glo, 24 h | Potency, µM (series often up to 46.1 µM), for inactives: at the highest dose growth rescue (activation), hits mostly activators | 370,000 tested, 0.14% active | AID 652106; also: potency is read from the fitted curve at half-maximal effect; % of control where 0% means no effect; nearly all actives have a fitted effect of over 65% in size
#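 Screening used galactose-induced yeast with toxic alpha-synuclein levels, exposed to compound for 24 hr at 30 deg C. Cell growth, read with BacTiter-Glo luminescence, gave the measured signal.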
# The depositor's hits bear a star; ? = inconclusive; . = not tested or not shown; [ ] = remark or other dose. Unless noted, calls follow the shape of the dose curve; as a rule, active = well fitted curve in the direction sought with a large enough effect; inconclusive = small, poorly fitted or top-dose-only effect, or another doubt; inactive = no such curve, though single readings can be large; an effect the other way counts as inactive or inconclusive.
# The line under a structure holds: FUS yeast rescue, EPAC2 antagonist, EPAC2 agonist, D3 ag, TDP-43 yeast inh, DRD3 antagonist, Abeta rescue, aSyn rescue
> CCc1ccc(CNC(=O)c2ccc(CS(=O)c3ccc(Br)cc3)o2)cc1 (stereo not given)
    37%, ., ., 4, 24%, ., -2%, .
> COc1cccc(-c2nnc(SCC(=O)OC(C)C)n2N)c1
    17%, 7%, 2%, 11, -14%, -2, 14%, 1%
> NNc1nc(-c2ccccc2)cc(-c2ccccc2)n1
    23%, 2%, 9%, -6, ?, 1, ?, 0%
> COc1ccccc1C(=O)N1CCN(c2nc3cc(C)c(C)cc3cc2C#N)CC1
    ?, -9%, 12%, 1, ?, 1, -25%, 19%
> CC(C)C1Oc2ccccc2N(CC(=O)N(Cc2ccccn2)CC2CCCO2)C1=O (stereo not given)
    26%, 5%, -1%, -1, -17%, 23, 5%, -1%
> Cc1c(CC(=O)O)c(=O)oc2cc3c(cc12)CCC(C)(C)O3
    -32%, -7%, 3%, 1, -12%, 7, -10%, 2%
> O=C(O)c1cccc2c1C(=O)c1ccc(-c3ccc(Cl)c(C(F)(F)F)c3)cc1S2(=O)=O
    6%, -22%, -3%, -19, 15%, -5, 4%, 9%
> Cc1ccc(OC(=O)c2cccc(S(=O)(=O)N3CCCC3)c2)c(-n2nc3ccccc3n2)c1
    17%, -8%, 16%, 9, -11%, -19, 3%, -5%
> COc1ccccc1NC(=O)CSc1nc2c(oc3ccccc32)c(=O)n1C
    -21%, -6%, 6%, 31*, 4%, 67, 19%, 0%
> O=C(NNC(=O)c1ccccc1F)c1ccc(S(=O)(=O)N2CCCCC2)cc1
    18%, 0%, 3%, 2, -5%, -7, 17%, 5%
> Cc1ccc(S(=O)(=O)n2nc(C)c(Br)c2C)c(C)c1C
    1%, 9%[57.1 µM], -11%, -10, 0%, ?, 30%, 15%
> CC(NC(=O)c1ccc(CSc2nc3ccncc3n2Cc2ccc(F)cc2)cc1)c1ccccc1 (stereo not given)
    25%, ., ., -10, 10%, ., -14%, .
> O=C1C2CCCN2C(c2ccccc2)N1c1ccc(Cl)cc1 (stereo not given)
    2%, -8%, 0%, -5, 4%, -22, 23%, 5%
> O=C(CN(CCCN1CCOCC1)C(=O)Cn1nnc(-c2ccc(F)cc2)n1)NC1CCCCC1
    12%, 17%, -3%, -34, -28%, -24, -1%, -2%
> CC(C)CN1C(=O)C(=O)N(CC(=O)N2c3ccccc3NC(=O)CC2C)C1=O (stereo not given)
    -7%, 15%, 4%, -13, -17%, 2, -21%, 6%
> O=[N+]([O-])c1ccc(NC(=S)N/C(=N/CS(=O)(=O)c2ccccc2)c2ccccc2)cc1
    -10%, 0%, 18%, 2, 3%, 0, -8%, -15%
> COC(=O)c1c(NC(=S)Nc2ccccc2Cl)sc(C)c1C
    -14%, 13%, 2%, 1, 3%, -8, -15%, -8%
> CCOC(=O)c1c(C)[nH]c(C(=O)OCC(=O)Nc2ccc(Cl)cn2)c1C
    ., -13%, -12%, -3, 0%, 0, -7%, -5%
> Cn1ccnc1SCC(=O)c1ccc(O)cc1
    -9%, 9%, 11%, -3, -10%, 2, -20%, -4%
> Cc1cc(OC(=O)Cc2cccc3ccccc23)c([N+](=O)[O-])c(=O)[nH]1
    ., 11%, 0%, -1, 9%, 8, ?, -12%
> COCOc1cccc(CN2CCC(C)(Oc3ccc(C(C)=O)cc3)C2)c1 (stereo not given)
    -9%, -15%, -1%, -6, 16%, 10, 1%, 0%
> CCN(C[C@H]1N[C@@](CC)(C(=O)OC)[C@H]2C(=O)N(C)C(=O)[C@@H]12)C(C)=O
    -32%, 5%, 0%, 14, 5%, 20, -7%, -1%
> O=C(NCc1cccnc1)C1CCCN(S(=O)(=O)c2ccc(Cl)cc2)C1 (stereo not given)
    14%, -2%, 0%, -2, -7%, 8, -1%, -2%
> O=C(Cc1ccc(Cl)c(Cl)c1)Nc1ccc(SC(F)F)cc1
    18%, -24%, 2%, 3, -7%, 19, 1%, -6%
> COc1cccc(CNC(=O)[C@@H]2CCCN2C(=O)[C@H]2CCCCN2C(=O)c2cccc(Cl)c2)c1
    11%, 2%, -7%, 3, 15%, 27, 15%, 2%
> COC(=O)c1c(NC(=O)CC2SC(N)=NC2=O)sc2c1CCC(C(C)(C)C)C2 (stereo not given)
    ?, ?, -6%, 0, ?, 37, -20%, 6%
> CCOc1ccc(NC(=O)COc2ccc(C(=O)NC3CCCc4ccccc43)cc2OC)cc1 (stereo not given)
    ., 2%, -3%, 2, -3%, -16, -6%, -6%
> COc1ccccc1CN1CC(C(=O)NCCN2CCOC2=O)CCC1=O (stereo not given)
    ., 1%, 0%, 9, 15%, 3, 3%, -5%
> CC(C)(C)OC(=O)C[C@H]1C/C=C\C[C@@H](CC(=O)NCCO)C(=O)N[C@H](C(C)(C)C)COC1=O
    9%, 0%, 5%, 17, 9%, 4, -9%, 0%
> N#Cc1nc(-c2cccs2)oc1NCc1ccccc1
    7%, -1%, 0%, 0, 0%, -7, -2%, 5%

# Copied from the results shown (two entries):
# The line under a structure holds: FUS yeast rescue, EPAC2 antagonist, EPAC2 agonist, D3 ag, TDP-43 yeast inh, DRD3 antagonist, Abeta rescue, aSyn rescue
> COCOc1cccc(CN2CCC(C)(Oc3ccc(C(C)=O)cc3)C2)c1 (stereo not given)
    -9%, -15%, -1%, -6, 16%, 10, 1%, 0%
> CCN(C[C@H]1N[C@@](CC)(C(=O)OC)[C@H]2C(=O)N(C)C(=O)[C@@H]12)C(C)=O
    -32%, 5%, 0%, 14, 5%, 20, -7%, -1%

# More entries follow.
# The line under a structure holds: FUS yeast rescue, EPAC2 antagonist, EPAC2 agonist, D3 ag, TDP-43 yeast inh, DRD3 antagonist, Abeta rescue, aSyn rescue
> CCC(C(=O)NC(C)(C)C)N(Cc1ccc(F)cc1)C(=O)c1snc(C(N)=O)c1N (stereo not given)
    11%, -4%, 11%, 5, -1%, -11, 25%, -2%
> CC(=O)c1c(C)[nH]c(C(=O)OCn2nnc3ccccc3c2=O)c1C
    -14%, 3%, -12%, 9, 8%, 13, -7%, -16%
> Cc1cc2cc(CNC(=O)COc3ccccc3)ccc2n1C
    7%, 8%, 11%, -9, 19%, -12, -14%, 0%
> CC(C)=CCC/C(C)=C/CNC(=O)C[C@H]1C[C@H](C(=O)N2CCCCC2)[C@@]2(CCc3ccccc3)c3[nH]c4cc(-c5ccco5)ccc4c3CCN2C1=O
    42%, -5%, 0%, 5, 18%, 6, -2%, 5%
> Cc1cc(-c2onc(C)c2C(N)=O)no1
    -5%, 0%, 14%, -5, -16%, 0, -15%, 1%
> O=C(N/N=C/c1ccc(C(F)(F)F)cc1)c1ccncc1
    10%, -2%, -5%, -1, -9%, -18, -2%, 4%
> O=C(O)[C@]1(S(=O)(=O)c2ccccc2)C[C@@H]2ON=C(c3cccc(Br)c3)[C@@H]2C1
    -8%, 19%, 10%, -19, -2%, -26, -4%, -25%
> C[C@@H](C(=O)Nc1ccc2ccccc2c1)[C@H]1C[C@]1(C)[C@H](NS(=O)(=O)c1ccc(-c2ccccc2)cc1)c1ccccc1
    30%, 11%, 16%, 8, 24%, 0, 4%, 2%
> CN(Cc1ccccc1)C(=O)CN1C(=O)C2C3C=CC(C3)C2C1=O (stereo not given)
    -7%, 4%, -5%, 7, 4%, 18, 3%, -1%
> C1CN(CC23CC4CC(CC(C4)C2)C3)CCO1
    5%, -14%, 11%, -8, -3%, 27, -10%, 0%
> CC(C)[C@H](NC(=O)c1cccc(S(=O)(=O)N2CCCC2)c1)c1nc2ccccc2[nH]1
    -28%, 3%, -8%, -7, -4%, 0, -11%, -3%
> O=C(COC(=O)c1ccc(F)cc1)NCCc1ccc(F)cc1
    0%, 6%, -7%, -7, 0%, 15, 27%, 11%
> COc1ccc(CCC(=O)NCc2ccc3c(c2)CCN3C(=O)c2ccc(F)cc2)cc1
    -11%, ., ., 6, 0%, ., -11%, .
> Cc1cccc(C(=O)C2CCN(S(=O)(=O)c3cccc(C(=O)O)c3)CC2)c1
    18%, -2%, 3%, 8, -3%, -6, -16%, -8%
> CCOP(=O)(OCC)c1nc(-c2ccc(OC)cc2)oc1N1CCOCC1
    13%, -8%, 7%, 5, -4%, 5, 6%, 1%
> CC1(C)OC(=O)C(=NNc2ccccc2)C(=O)O1
    ?, 23%, 9%, -15, -48%[inhibitor], -19, -3%, -2%
> CCN(C(=S)NC(=O)c1ccco1)c1cccc2ccccc12
    17%, -21%, 6%, -4, ?, 2, 8%, -7%
> COc1ccc(S(=O)(=O)NCc2ccc(C(=O)NCCN(C)Cc3ccccc3)cc2)cc1
    5%, 5%, 1%, -18, 3%, -62*, 2%, -6%
> COc1cc(OC)c(S(=O)(=O)NCc2cccnc2)cc1NC(C)=O
    -26%, 4%, 7%, -2, 0%, 13, 3%, -4%
> CN(CC(=O)Nc1ccccc1Sc1ccccc1)C1CCCCC1
    6%, 50µM*, 25%, -9, -14%, -9, 5%, -7%
> CC(=O)N(c1ccc2oc(=O)sc2c1)S(=O)(=O)c1ccccc1
    ?, -4%, -12%, 2, 10%, ?, 10%, -1%
> COc1ccc(CC(=O)NNC(=O)c2ccco2)cc1OC
    -1%, 0%, 10%, -4, -24%, -10, -9%, -8%
> O=C1COc2ccc(C(=O)COC(=O)CCSc3ccccc3)cc2N1
    13%, -22%, -4%, -14, 6%, -8, -2%, 9%
> COc1ccc(N2CCN(C3CCCN(Cc4cccc(C(C)=O)c4)C3)CC2)cc1 (stereo not given)
    2%, 3%, 13%, -22, 4%, ?, -7%, 0%
> CSCCC(NS(=O)(=O)c1ccc(Cl)cc1)C(=O)OCC(=O)NC12CC3CC(CC(C3)C1)C2 (stereo not given)
    7%, -9%, -10%, 1, 9%, 6, 7%, 0%
> Cc1ccc(N(C(=O)C2CCC(=O)N2)C2(C(=O)NC3CCCC3)CCCCC2)cc1 (stereo not given)
    30%, 2%, 2%, 1, 0%, 13, 13%, 2%
> CCOC(=O)N1CCN(c2c(NCCCN(CC)Cc3ccccc3)c(=O)c2=O)CC1
    4%, -8%, 5%, 4, -11%, -14, 1%, -3%
> COc1cc2c(cc1NC(=O)C(C)OC(=O)C1CC(=O)N(Cc3ccco3)C1)oc1ccccc12 (stereo not given)
    33%, -12%, 1%, 2, ?, 27, 23%, 13%
> O=c1c(Cc2c(F)cccc2Cl)c(O)ccn1CC1CCCO1 (stereo not given)
    9%, 9%, 6%, 1, -2%[9.22 µM], -8, -7%, 3%
> Clc1ccccc1OCc1nn2c(-c3ccncc3)nnc2s1
    -3%, -1%, 1%, 1, 11%, 8, -22%, -10%

# This is a subset. The share of hits here may be higher or lower than overall.
